# Bioassay records deposited in PubChem by several laboratories.
# iPSC survival up = hiPSC single-cell survival enhancement. ATPlite luminescence; 100% = ROCK inhibitor wells, 0% = DMSO. survival enhancement, % at 20 µM. actives 0.044% (n = 360,000). AID 602274; in the data active = survival enhancement above about 18%;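 note: cells exposed to compounds for 16 hours before the ATP read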
# NR2E3 ag-1 = activates human photoreceptor nuclear receptor NR2E3; Q9Y5X4; GST-NR2E3/biotin-RetCOR TR-FRET, 1536-well; inhibition of corepressor binding, % at 4.78 µM; actives 0.12% (n = 320,000); AID 2300;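 active = percent inhibition above the cutoff of mean plus 3 SD of all tested compounds, set per screening campaign, cut at about 20% in these data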;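 note: 0% = DMSO wells and 100% = biotin wells as full block of FRET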
# Target sequence (Q9Y5X4 whole entry, looked up): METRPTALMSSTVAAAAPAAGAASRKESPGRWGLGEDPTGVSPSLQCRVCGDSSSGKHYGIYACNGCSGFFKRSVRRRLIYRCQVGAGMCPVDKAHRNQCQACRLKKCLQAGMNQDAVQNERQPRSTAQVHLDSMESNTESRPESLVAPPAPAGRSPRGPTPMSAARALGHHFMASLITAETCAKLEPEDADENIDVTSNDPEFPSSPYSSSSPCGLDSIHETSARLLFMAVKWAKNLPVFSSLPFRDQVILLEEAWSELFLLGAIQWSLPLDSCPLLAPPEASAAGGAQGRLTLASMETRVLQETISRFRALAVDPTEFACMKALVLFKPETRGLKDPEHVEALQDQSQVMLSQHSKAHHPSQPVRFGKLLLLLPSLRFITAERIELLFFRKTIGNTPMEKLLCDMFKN
#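 Test system – NR2E3–RetCOR corepressor complex · Quantity – NR2E3 fusion 1.35 nM · Buffer or medium – Tris pH 7.5 · Incubation – Compound–protein incubation for 5 h at 4 °C · Technique – TR-FRET, Eu(K)-anti-GST donor, streptavidin-D2 acceptor, ex 340, em 617/671 nm · Evaluation – percent inhibition of 671/617 nm emission ratio versus biotin and DMSO controls · Plate – 1536-well format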
# HIF-2a block = inhibitors of HIF-2a | 786-0 RCC cells HIF-2a reporter, luciferase luminescence, overnight | inhibition, % at 18.8 µM | actives 0.72% (n = 360,000);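 active = inhibition of the luminescence signal of 40% or more relative to plate controls, in a single-dose primary screen at 18.75 µM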
# MITF TRPM1 inh = inhibitors of MITF-driven TRPM1 promoter in melanoma cells | SK-MEL-5 TRPM1 promoter luciferase, 24 h | inhibition, % at 12.5 µM | actives 0.83% (n = 330,000) | AID 488899;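 active = mean inhibition across replicates of 60% or more, whatever share of single replicates reaches that level; inconclusive = some that reach 60%, reason not given; inactive = mean inhibition across replicates below 60%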; note: values of inactives mirror those of a sister screen read the other way
# aDG glyco up = alpha-DG glycosylation activation; Pro5-aDG cells, alpha-DG glycosylation AlphaScreen (IIH6); 0% Pro5, 100% B10-LARGE cell signal; activation, % at 10 µM; actives 0.22% (n = 360,000);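 active = activation of at least 8% versus controls, or a plate z-score of at least 8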;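 note: Pro5 are CHO cells carrying HIG-tagged alpha-DG that lacks glycosylation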
# CaV13 FRET inh = Primary screen for inhibitors of IQ motif and Ca2+-dependent inactivation inhibitor domain binding in CACNA1D, Förster resonance energy transfer in living cells, …; HEK cells, CFP/YFP FRET ICDI-IQ, plate reader, 10 min; percent FRET-ratio fall versus neutral wells; inhibition, % at 12.3 µM; actives 0.098% (n = 340,000); AID 743397;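 active = mean replicate inhibition of at least 30% and at least 1% of replicates passing that level; inconclusive = only one of the two criteria is met; inactive = neither criterion is met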;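 note: 0% = median of the neutral control wells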
# Peg3 promoter = inhibitors of Peg3 promoter; HeLa PEG-Prom luciferase reporter, luminescence, overnight; inhibition, % at 20 µM; actives 1.7% (n = 360,000); AID 588405;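 active = inhibition of at least 50% at 20 µM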
# Vif imaging = HIV Vif inhibition. HEK293T cells, Vif self-association by quenched fluorescence, imaging, 24 h. inhibition, % at 7.49 µM. actives 0.35% (n = 340,000); in the data active = inhibition above about 50%, passing the limit was not always enough; inconclusive = no clear call, values can overlap the other calls; inactive = below about 31%; note: some results filed as inactive read as strong as hits
# NR2E3 ag-2 = human photoreceptor-specific nuclear receptor agonism. AID 602229. CHO-S Gal4-NCOR/VP16-NR2E3 two-hybrid, luciferase. inhibition of corepressor binding, % at 3.98 µM. actives 0.35% (n = 360,000);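 active = inhibition above the mean of all tested compounds plus 3 SD, cut at about 70% in these data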;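 note: 0% = DMSO with NR2E3 transfected cells and 100% = cells lacking NR2E3 construct; higher means lower luciferase signal from less NR2E3 corepressor binding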
# Exocytosis inh = blocks lytic granule exocytosis | AID 651702 | inhibition, % at 10 µM | TALL-104 LAMP-1 surface exposure, flow cytometry; cells stimulated with thapsigargin and PMA | actives 0.66% (n = 360,000);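 active = inhibition above about 55%, limit read from the data; inconclusive = no clear call, values can overlap the other calls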
# PDI turbidity = PDI (human) enzyme inhibition; actives 0.052% (n = 350,000); PDI insulin aggregation turbidity, A650, 90 min; inhibition, % at 10 µM;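 active = mean inhibition across replicates of 30% or more, whatever share of single replicates reach that level; inconclusive = mean inhibition below 30% while every single replicate reaches 30%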;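 note: absorbance from insulin aggregation driven by PDI reduction with DTT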
# Target sequence (P07237 whole entry, looked up): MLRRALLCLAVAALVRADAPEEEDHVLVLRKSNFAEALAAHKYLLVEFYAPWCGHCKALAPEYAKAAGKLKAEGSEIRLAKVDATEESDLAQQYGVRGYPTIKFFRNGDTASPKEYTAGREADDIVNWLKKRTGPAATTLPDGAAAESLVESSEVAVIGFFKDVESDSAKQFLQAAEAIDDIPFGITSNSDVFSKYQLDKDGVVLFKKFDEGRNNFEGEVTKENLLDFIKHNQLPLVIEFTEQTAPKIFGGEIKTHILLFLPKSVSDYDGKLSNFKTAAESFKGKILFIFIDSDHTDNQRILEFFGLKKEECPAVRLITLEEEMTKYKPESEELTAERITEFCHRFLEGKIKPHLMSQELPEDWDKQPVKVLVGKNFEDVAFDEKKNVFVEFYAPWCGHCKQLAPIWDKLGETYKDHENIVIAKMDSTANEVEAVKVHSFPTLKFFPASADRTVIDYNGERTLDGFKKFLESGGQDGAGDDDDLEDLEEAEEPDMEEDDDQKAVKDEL
# Active calls of the source: *; ? = inconclusive; · = not tested or not shown. Hits appear at their usual frequency; about 3.5% have a hit in one of these screens.
SMILES,iPSC survival up,NR2E3 ag-1,HIF-2a block,MITF TRPM1 inh,aDG glyco up,CaV13 FRET inh,Peg3 promoter,Vif imaging,NR2E3 ag-2,Exocytosis inh,PDI turbidity
CCOC(=O)c1c(-c2ccc(C)o2)csc1NC(=O)CN1CCCCC1,-0.2,0,22,-4,0.0,-7,27,-4,1,10,13
Cc1ccc(N(C)S(=O)(=O)c2cccc(C(=O)Nc3nnc(C4CC4)s3)c2)cc1,-0.3,-2,17,-1,-0.1,-3,16,-8,-6,-8,-1
COc1cccc(N2CCN(C(=O)c3oc4ccccc4c3NC(=O)Cc3ccc(OC)c(OC)c3)CC2)c1,-0.3,-3,-9,1,0.0,-7,15,9,-27,18,-3
O=C(Nc1c(Cl)cc(Cl)cc1C(=O)NCCN1CCOCC1)c1cccc([N+](=O)[O-])c1,2.0,2,9,3,-0.1,-4,2,2,-11,0,-51
O=C(CN1CCOCC1)N/N=C/c1ccc(C(=O)O)cc1,2.6,4,13,11,0.0,-7,13,1,-24,4,6
COc1ccccc1/C=N/NC(=O)CC(=O)NCc1cccnc1,-1.7,-1,12,8,0.2,-2,3,3,-18,-2,0
O=C(O)c1cccc(-c2ccccc2)c1O,-0.1,·,-8,-6,-0.1,-5,-7,1,-67,3,1
CCOc1ccc(NC(=O)c2ccc(NC(=S)NC3CCCCC3)cc2)cc1,-0.6,1,10,-7,-0.2,-1,4,0,-1,8,-6
COc1ccc(N2CCN(C(=O)CS(=O)Cc3nc(-c4ccc(OC)c(OC)c4)oc3C)CC2)cc1 (stereo not given),-0.3,0,7,0,0.1,-6,25,2,-24,0,5
O=C(NCc1ccco1)c1nnc(Cc2ccc(Cl)cc2)o1,-0.8,0,6,-9,-0.2,-5,0,-11,14,-4,-1
CC(=O)Nc1cccc(C(=O)NC2CCCc3c2cnn3-c2ccccc2F)c1 (stereo not given),-0.4,1,14,-19,-0.3,-4,-12,2,-5,-15,-3
CCNC(=S)N/N=C/c1ccccc1[N+](=O)[O-],0.2,-2,-21,8,-0.1,-6,-6,-1,-3,-3,-3
CCn1cc(C(=O)OCC(=O)Nc2cccc(Cl)c2Cl)c(=O)c2ccc(C)nc21,1.1,1,14,4,0.3,-5,8,24,-3,0,2
Cc1cc(N2CCC(C)CC2)nc2ccc(N3C(=O)CCC3=O)cc12,-0.8,2,-32,-1,-0.2,·,-11,2,-16,-2,11
COc1cccc(/C=N/NC(N)=S)c1OCc1cccc(Cl)c1,-2.3,2,32,0,3.3,-3,12,-2,6,1,11
CCOC(=O)N1CCN(c2c(NCCN(C)Cc3ccccc3)c(=O)c2=O)CC1,-1.0,-2,2,·,-0.2,-6,-22,·,-11,14,5
CCOc1ccc(OCCC(=O)N2CCN(S(=O)(=O)c3ccc(F)cc3)CC2)cc1,-0.3,1,1,5,0.5,-6,5,-6,-4,-4,-3
Cn1nc(C(=O)OCC(=O)Nc2ccc(Cl)cc2Cl)c2ccccc2c1=O,0.4,-4,0,-7,-0.3,-3,10,-3,11,-4,-8
CC(=O)Nc1ccc(S(=O)(=O)NCC(=O)OCC(=O)NCc2ccc3c(c2)OCO3)cc1,1.2,·,4,-12,-0.2,-6,6,0,-5,0,-1
COC(=O)c1cccc(NC(=O)CC2C(=O)NCCN2C(=O)c2ccc(F)cc2F)c1 (stereo not given),-0.1,0,5,-7,-0.1,-2,19,8,-1,6,-11
COc1ccc(S(=O)(=O)N2CCN(C(=O)c3c(C)nn(-c4ccccc4)c3Cl)CC2)cc1,1.4,0,26,-2,-0.5,-4,18,13,11,6,10
Cc1ccc(NC(=O)CSc2nc(=O)n(CCCN3CCOCC3)c3c2CCCC3)cc1F,5.4,2,17,7,0.0,-6,-2,0,-15,-7,6
CC1CCCCN1C(=O)CSc1nnc(Cc2ccccc2)n1C (stereo not given),10,1,12,2,0.3,-1,2,4,-16,-1,5
Cc1ccc(S(=O)(=O)Nc2cc(C)cc(CCNC=O)c2C)cc1,-0.6,·,1,-2,-0.1,-5,-6,-4,-5,-2,6
COCC(=O)NCCc1ccc(S(N)(=O)=O)cc1,0.0,-1,6,4,0.0,-10,-5,2,-2,6,1
CC(=O)N1CCN(c2nc(CC(C)C)c3c(c2C#N)CCC3)CC1,6.8,-2,22,5,0.1,·,20,-5,-6,0,3
CCCn1c(=O)c(C(=O)NCc2ccccc2Cl)c(O)c2ccccc21,-0.8,1,1,-4,0.0,-19,-13,-2,7,-2,0
O=S(=O)(Cc1cc(NCc2ccccc2)nc(-c2ccncc2)n1)c1ccccc1,-1.4,1,25,-2,-0.1,-3,17,-1,-17,1,-3
CCOC(=O)N1CCC(NC(=O)Cn2cc3c(n2)CCCCC3)CC1,1.2,4,9,0,-0.3,-10,5,1,-10,-9,·
CC(C)(C)C(=O)Nc1nnc(-c2ccncc2)o1,-2.5,3,22,5,0.2,-14,11,3,0,-5,-2
CN1C(=O)C(CC(=O)NC2CCCCC2)N(C)C1=O (stereo not given),-0.3,-1,13,-1,0.0,-6,13,-3,8,-2,-2
COc1cc(CCC(=O)Nc2cnc3ccccc3c2)cc(OC)c1OC,0.1,5,19,16,0.1,-21,8,-15,2,17,-8
COC(=O)c1sc2nc(C)c([N+](=O)[O-])c(C)c2c1N,0.9,-3,-65,3,-0.3,5,-58,-1,-1,-1,0
CCCCCCC1CC(/C(C)=N\NC(N)=O)OC1=O (stereo not given),1.4,-1,11,-5,-0.3,-4,-5,-35,-1,-3,-2
Cc1ccc(S(=O)(=O)Oc2ccccc2N2C(=O)C3CC=CCC3C2=O)cc1 (stereo not given),-2.5,2,8,-5,0.0,-5,-2,-19,-1,-1,-3
CC(=O)Nc1ccc(NC(=O)c2csc([C@@H]3O[C@H](CO)[C@H](O)[C@H](O)[C@H]3O)n2)cc1,4.7,·,7,·,-0.2,-12,2,-11,-4,12,-8
CC1(C)C2CC=C(/C=N/NC(=O)C3CC3)C1C2 (stereo not given),1.7,0,20,9,-0.4,-4,8,0,-12,2,-2
Cc1ccc(S(=O)(=O)n2nccc2-c2c(-c3ccccc3)noc2C)cc1,-0.2,-1,0,·,0.3,-5,44,-3,-22,-2,5
CC(C)c1ccc(N2C(=O)CSC23C(=O)N2CCCc4cccc3c42)cc1 (stereo not given),-0.5,-3,27,2,0.5,-8,6,-8,7,6,9
CCN(c1ccccc1)S(=O)(=O)c1cccc(C(=O)NCc2cccnc2)c1,0.1,2,2,3,0.8,-5,-10,3,1,-1,-5

# Seven records picked at random from those above:
SMILES,iPSC survival up,NR2E3 ag-1,HIF-2a block,MITF TRPM1 inh,aDG glyco up,CaV13 FRET inh,Peg3 promoter,Vif imaging,NR2E3 ag-2,Exocytosis inh,PDI turbidity
CCn1cc(C(=O)OCC(=O)Nc2cccc(Cl)c2Cl)c(=O)c2ccc(C)nc21,1.1,1,14,4,0.3,-5,8,24,-3,0,2
Cc1ccc(S(=O)(=O)n2nccc2-c2c(-c3ccccc3)noc2C)cc1,-0.2,-1,0,·,0.3,-5,44,-3,-22,-2,5
O=C(CN1CCOCC1)N/N=C/c1ccc(C(=O)O)cc1,2.6,4,13,11,0.0,-7,13,1,-24,4,6
CC1(C)C2CC=C(/C=N/NC(=O)C3CC3)C1C2 (stereo not given),1.7,0,20,9,-0.4,-4,8,0,-12,2,-2
COc1cccc(/C=N/NC(N)=S)c1OCc1cccc(Cl)c1,-2.3,2,32,0,3.3,-3,12,-2,6,1,11
Cn1nc(C(=O)OCC(=O)Nc2ccc(Cl)cc2Cl)c2ccccc2c1=O,0.4,-4,0,-7,-0.3,-3,10,-3,11,-4,-8
CCOC(=O)c1c(-c2ccc(C)o2)csc1NC(=O)CN1CCCCC1,-0.2,0,22,-4,0.0,-7,27,-4,1,10,13

# The listing continues.
SMILES,iPSC survival up,NR2E3 ag-1,HIF-2a block,MITF TRPM1 inh,aDG glyco up,CaV13 FRET inh,Peg3 promoter,Vif imaging,NR2E3 ag-2,Exocytosis inh,PDI turbidity
Cc1ccc(/C=N/NC(=O)c2nnn(-c3nonc3N)c2-c2ccc3c(c2)OCO3)s1,0.0,0,14,-12,-0.5,-14,18,6,-19,-2,-3
O=c1c2c(nc3cc(-c4cccc(Cl)c4)[nH]n13)CCC2,-1.8,3,-210,-35,0.0,-9,-151,·,-181,3,1
O=C1c2cccc3cc(Br)cc(c23)C(=O)N1Nc1ccc(Br)cc1,1.5,1,10,-5,-0.2,-17,7,-4,1,1,-4
O=C(Nc1ccc(Cl)c(S(=O)(=O)N2CCOCC2)c1)C1=NN(c2ccccc2)C(=O)CC1,1.8,·,13,11,-0.1,-5,11,-5,-17,0,-15
CCn1c(SCC(=O)Nc2cc(C)on2)nnc1-c1ccco1,-0.9,1,8,-1,0.0,-3,13,-17,-11,1,2
Cn1c(C(=O)N2CCCC(C(=O)NCc3ccccc3)C2)cc2sccc21 (stereo not given),0.1,-4,-2,19,0.1,-14,9,-14,-5,-5,-1
Cc1ccc(NP(=O)(c2ccc(N(C)C)cc2NC(=O)c2cccs2)N2CCOCC2)cc1 (stereo not given),-2.1,-1,-20,-5,1.6,-5,5,-3,13,5,-6
CC(=O)CC(C)(C)NC(C)=S,-0.6,-1,16,4,0.1,3,7,1,0,-6,-1
COc1cccc(C(=O)NN2CC(O)=C(c3nc(C)cs3)C2=N)c1,1.0,3,21,12,-0.1,-5,17,4,14,2,-1
Cc1ccc(S(=O)(=O)NCC(=O)OCC(=O)NCc2ccc(F)cc2)cc1,5.3,1,4,-5,1.3,-2,-4,7,16,2,6
CO/N=C1\CCn2c1c(C)c1ccccc12,-0.6,-4,7,12,-0.1,-2,5,2,7,0,-3
CC(C)C(N)c1csc(NC(=O)Nc2cccc(C(F)(F)F)c2)n1 (stereo not given),-2.8,·,-6,·,2.1,-5,97*,-10,10,?,4

# Single values from the list.
# `COCC(=O)NCCc1ccc(S(N)(=O)=O)cc1` – Peg3 promoter: -5
# `CCOC(=O)N1CCC(NC(=O)Cn2cc3c(n2)CCCCC3)CC1` – iPSC survival up: 1.2
